Assay outcomes: PubChem, several laboratories
CHRM5 antagonist = human M5 muscarinic receptor antagonists, primary screen, CHO cells, Fluo-8 calcium fluorescence. CHO-hM5 cells, ACh EC80. inhibition, % at 3 µM. hit rate 0.59% among 360,000. AID 624040, 2012;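 active means inhibition above a per-plate cutoff, the mean of that plate's test compounds plus 3 SD, cut at about 27% in these data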;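 further: 0% = acetylcholine EC80 with DMSO and 100% = DMSO without agonist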
Target sequence (P08912 whole entry, looked up): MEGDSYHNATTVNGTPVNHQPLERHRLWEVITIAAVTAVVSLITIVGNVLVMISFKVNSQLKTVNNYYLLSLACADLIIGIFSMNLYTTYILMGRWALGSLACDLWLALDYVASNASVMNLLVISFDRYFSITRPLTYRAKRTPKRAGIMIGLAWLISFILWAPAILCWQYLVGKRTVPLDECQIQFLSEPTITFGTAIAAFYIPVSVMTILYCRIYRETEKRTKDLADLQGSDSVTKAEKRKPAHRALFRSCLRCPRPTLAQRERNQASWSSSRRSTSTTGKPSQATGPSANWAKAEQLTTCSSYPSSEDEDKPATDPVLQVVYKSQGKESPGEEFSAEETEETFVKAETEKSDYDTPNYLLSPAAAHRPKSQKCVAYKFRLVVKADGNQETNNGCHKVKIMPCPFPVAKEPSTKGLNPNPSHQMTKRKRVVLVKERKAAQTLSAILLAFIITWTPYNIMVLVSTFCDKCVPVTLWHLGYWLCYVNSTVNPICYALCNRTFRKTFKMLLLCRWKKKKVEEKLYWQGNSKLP
CRFBP-R2 agonist = agonists of CRF-BP/CRF-R2 complex, primary screen, cell-based, HEK293, calcium dye fluorescence, uHTS. hit rate 0.46% among 350,000. CRF-binding protein / CRF receptor 2 complex (human). activation, % at 13.2 µM. calcium dye fluorescence (FLIPR); percent of saturating CRF peptide response;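 active means activation of at least 50%, plus an integration ratio under a set limit after plate pattern correction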;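 further: plate controls were neutral control wells without compound for no effect and CRF at EC100 for full effect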
M5 PAM = human M5 muscarinic receptor positive allosteric modulators, primary screen, CHO-K1 cells, Fluo-8 calcium fluorescence. hit rate 0.3% among 360,000. activation, % at 3 µM. CHO-K1 hM5, ACh EC20 PAM; 0% = ACh EC20, 100% = ACh EC100. AID 624038, 2012. Muscarinic acetylcholine receptor M5 (Homo sapiens), P08912;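 active means activation above the run cutoff, the mean activation of all test compounds plus 3 SD, cut at about 18% in these data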
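Measured by: Fluo-8 calcium fluorescence; material: human M5 receptor in CHO-K1 cells; schedule: Post-acetylcholine fluorescence recording 140 s; benchmarks: low control EC20 acetylcholine (0%), high control EC100 acetylcholine (100%); read-out: Max/basal fluorescence ratio as % of EC20–EC100 ACh window; compound: single dose, 3 µM nominal final test concentration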
CHRM4 PAM = human M4 muscarinic receptor positive allosteric modulators, primary screen, CHO-K1 cells, Fluo-8 calcium fluorescence. Muscarinic acetylcholine receptor M4 (Homo sapiens), P08173. AID 624126, 2012. hit rate 0.4% among 360,000. CHO-K1 hM4/Gqi5, ACh EC20; 0% = ACh EC20, 100% = maximal ACh. activation, % at 3 µM;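 active means activation above its plate's cutoff, the mean activation of sample wells plus 3 SD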; further: some results filed as inactive read as strong as hits
Target sequence (P08173 whole entry, looked up): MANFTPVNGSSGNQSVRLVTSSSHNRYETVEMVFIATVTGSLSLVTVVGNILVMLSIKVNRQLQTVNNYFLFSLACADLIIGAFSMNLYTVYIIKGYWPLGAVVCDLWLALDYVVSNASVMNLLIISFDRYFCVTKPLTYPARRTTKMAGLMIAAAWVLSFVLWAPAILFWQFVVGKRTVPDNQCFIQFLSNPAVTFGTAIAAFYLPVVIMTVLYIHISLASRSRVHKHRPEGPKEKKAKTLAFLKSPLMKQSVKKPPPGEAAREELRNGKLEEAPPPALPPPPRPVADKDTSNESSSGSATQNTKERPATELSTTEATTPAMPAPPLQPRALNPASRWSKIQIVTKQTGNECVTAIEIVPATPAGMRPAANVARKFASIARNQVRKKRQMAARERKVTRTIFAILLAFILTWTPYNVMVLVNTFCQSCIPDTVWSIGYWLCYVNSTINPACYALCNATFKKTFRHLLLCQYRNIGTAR
M1 antag = human M1 muscarinic receptor antagonists, primary screen, CHO-K1 cells, Fluo-8 calcium fluorescence, 1536-well | Muscarinic acetylcholine receptor M1 (Homo sapiens), P11229 | CHO-K1 hM1, ACh EC80 antagonist | inhibition, % at 3 µM | hit rate 1.3% among 360,000 | AID 588852, 2011;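 active means percent inhibition above its own plate's cutoff, namely the mean of that plate's compound wells plus 3 SD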;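 further: peak over basal fluorescence ratio during 140 s after agonist addition; 0% = ACh EC80 plus DMSO and 100% = DMSO alone without agonist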
CHRM4 antagonist = human M4 muscarinic receptor antagonists, primary screen, CHO cells, Fluo-8 calcium fluorescence | inhibition, % at 3 µM | Muscarinic acetylcholine receptor M4 (Homo sapiens), P08173 | hit rate 0.73% among 360,000 | CHO-hM4 cells, ACh EC80;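 active means inhibition above its plate's cutoff, the mean inhibition of sample wells plus 3 SD, cut at about 27% in these data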;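 further: 0% = acetylcholine EC80 with DMSO and 100% = DMSO without agonist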
M4 ag = human M4 muscarinic receptor agonists, primary screen, CHO-K1 cells, Fluo-8 calcium fluorescence. Muscarinic acetylcholine receptor M4 (Homo sapiens), P08173. CHO-K1 hM4/Gqi5; vehicle 0%, full acetylcholine response 100%. activation, % at 3 µM. hit rate 0.14% among 360,000;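 active means activation above the run mean over all test wells plus 3 SD, cut at about 32% in these data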;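 further: peak over basal fluorescence ratio per well then scaled between controls; 0% = DMSO wells and 100% = acetylcholine at EC100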
M1 PAM = human M1 muscarinic receptor positive allosteric modulators, primary screen, CHO-K1 cells, Fluo-8 calcium fluorescence, 1536-well. CHO-K1 hM1, ACh EC20; 0% = ACh EC20, 100% = maximal ACh. activation, % at 3 µM. hit rate 0.088% among 360,000. AID 588819, 2011; in the data active means activation above about 19%, passing the limit was not always enough
M5 ag = human M5 muscarinic receptor agonists, primary screen, CHO-K1 cells, Fluo-8 calcium fluorescence; activation, % at 3 µM; CHO-K1 hM5 cells; 0% DMSO wells, 100% maximal acetylcholine response; hit rate 0.19% among 360,000; Muscarinic acetylcholine receptor M5 (Homo sapiens), P08912; AID 624037, 2012;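 active means activation above the run's mean over test compounds plus 3 SD, cut at about 23% in these data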;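 further: signal is peak over basal fluorescence ratio across the kinetic read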
* hit, by the source's call; . = no result given.

CHRM5 antagonist,CRFBP-R2 agonist,M5 PAM,CHRM4 PAM,M1 antag,CHRM4 antagonist,M4 ag,M1 PAM,M5 ag,smiles
-4,-1.3,4,1,10,5,2,0,3,O=S(=O)(Nc1ccc(O)c2ccccc12)c1ccc(F)cc1
0,-0.5,1,2,-10,11,0,7,1,CN(C)CCNC(=O)c1c(O)c2c([nH]c1=O)CCCC2
1,-3.0,5,-4,-13,7,2,5,2,CCN(C(=O)COC(=O)CSc1ccc(C)c(C)c1)C1CCS(=O)(=O)C1 (centres undefined)
-2,-3.6,-3,-6,-11,-4,0,8,-6,Cc1ccc(-n2c(C)cc(C(=O)CN3CCOCC3)c2C)cc1C
10,-8.8,2,-1,-9,-2,1,4,-1,Cc1ccc(C(=O)NCC(C)NC(=O)c2ccc(C)c([N+](=O)[O-])c2)cc1[N+](=O)[O-] (centres undefined)
3,-0.8,0,-1,-12,0,1,-2,0,COc1cccc(S(=O)(=O)N(C)C[C@@H]2OCc3cnnn3CCCC(=O)N([C@H](C)CO)C[C@H]2C)c1
1,0.3,-1,-4,-4,0,1,4,2,Cc1ccc(S(=O)(=O)Cc2ccc(C(=O)NC3CCCC3)o2)cc1
-9,-2.9,8,-2,-15,-6,0,10,-4,COc1ccc(-c2nc(NC3=NCCCCC3)sc2C)cc1
5,0.0,-2,-6,4,10,0,1,1,COC(=O)c1ncccc1SC
2,1.0,0,-2,-6,0,2,3,-3,CCN1CCN(c2cc(C)c3cc(NC(=S)N4CC(C)CC(C)C4)ccc3n2)CC1 (centres undefined)
4,-0.5,-2,-2,7,-4,3,-6,1,COc1ccc(N2CCN(C(=O)CNC(=O)c3ccc4ccccc4c3)CC2)cc1
-5,0.1,-2,-2,3,-8,7,-2,-1,COc1cccc(NC(=O)COC(=O)/C=C/c2c(C)nn(-c3ccccc3)c2C)c1
15,0.5,-24,-12,13,5,8,-4,-3,CCOc1ccc(S(=O)(=O)N2CCCCC2)cc1NC(=O)C1COc2ccccc2O1 (centres undefined)
-1,-2.3,-3,-2,-3,-3,1,4,-4,CCn1c(=NC(=O)c2ccc(S(=O)(=O)N(C)C)cc2)sc2cccc(OC)c21
14,.,-6,6,1,-8,0,-2,1,CCNC(=O)C1(C)CCCN(C(=O)c2ccc(F)c(C)c2)C1 (centres undefined)
-11,-0.4,7,8,-9,8,0,8,-1,CCC(C)C(NC(=O)OC(C)(C)C)C(=O)NC(Cc1ccccc1)C(=O)OC (centres undefined)
70*,301*,-18,-10,85*,51*,58*,-21,108*,CCN(CC)c1ccc(/C=C(\C#N)C(=O)c2ccc(Br)cc2)cc1
2,0.1,6,-5,-2,3,2,1,0,Cc1ccc(C(=O)O/N=C(\N)Cc2cccs2)cc1[N+](=O)[O-]
8,-4.6,-6,0,-4,5,-1,4,2,C/C(=N/NC(=O)CN1CCN(S(=O)(=O)c2ccc(Br)cc2)CC1)c1ccncc1
5,0.0,-7,9,-8,-8,1,9,-3,O=C(NC1CCCCC1)c1ccccc1-c1ccccc1
-2,-0.9,10,15,-3,-1,1,6,1,COc1ccc([N+](=O)[O-])cc1NC(=O)COC(=O)Cn1cnc2ccccc2c1=O
8,1.3,0,5,1,2,0,6,-2,CN(C)S(=O)(=O)c1cccc(NC(=O)NCCCl)c1
1,-0.3,-6,-1,-8,-3,2,5,2,COc1ccc(C)cc1NC(=O)NC1CC(=O)N(c2ccc3c(c2)OCCO3)C1 (centres undefined)
-7,-3.2,-7,0,-11,-20,3,-1,-3,CCN(Cc1ccccc1)S(=O)(=O)c1cc(C(=O)OC)n(C)c1
2,0.5,-2,-4,-1,-5,1,-2,-3,Fc1ccc(/C=N/n2c(C3CCCCC3)n[nH]c2=S)cc1
10,0.0,-8,10,-9,1,1,8,1,Cc1ccc(/C(N)=N/OC(=O)c2ccc(F)cc2)cc1
-2,-1.1,9,5,-11,-5,1,10,4,COC(=O)CC1(CC(N)=O)SCCS1
1,0.1,1,8,-3,-9,0,7,0,COc1ccc(Nc2nc(-c3cccs3)cs2)c(OC)c1
6,5.4,0,4,-15,-8,1,11,-1,Cc1cc2nc(/C=C/c3nc4cc(C)c(C)cc4[nH]3)[nH]c2cc1C
-3,-1.2,-3,48*,3,32*,0,-2,-5,COC(=O)c1c(-c2ccncc2)csc1NC(=O)c1ccoc1C
2,1.1,-5,3,-19,-2,1,12,-1,CCOC(=O)N1CCN(C(=O)Cc2cccs2)CC1
6,1.0,-13,-2,-4,3,-1,5,0,CCOC(=O)c1ccc2[nH]c3c(c2c1)CCCC3C(=O)OCC (centres undefined)
7,0.9,-3,-13,5,11,4,0,0,COCCOC1CCN(Cc2cn(Cc3ccccc3)nc2-c2cc3ccccc3o2)CC1
-9,2.6,11,5,-18,-14,-1,2,-1,N#CC1=C(N)Oc2cc3ccccc3cc2C1c1cccs1 (centres undefined)
0,-1.0,1,-1,-8,9,1,10,4,COc1cc(NS(C)(=O)=O)c(OC)cc1NC(=O)c1cccc(F)c1
1,2.4,2,3,-1,1,1,-2,1,COc1cccc(/C=C/C(=O)Oc2ccc(C(=O)c3ccc(F)cc3)cc2)c1
2,4.0,1,1,4,8,-1,-1,1,CCc1nnc(NC(=O)c2ccc(S(=O)(=O)N(CC(C)C)CC(C)C)cc2)o1
-11,0.9,3,-1,1,1,-1,0,0,CC(C(=O)Nc1ccc(F)c(F)c1F)N(C)Cc1cccs1 (centres undefined)
-6,0.5,1,6,-27,-9,2,12,-1,N#Cc1nc(-c2cccs2)oc1N1CCOCC1
-1,-1.3,4,16,-9,0,2,10,1,Cc1ccc(O)c(C2=Nc3ccccc3N=C(c3ccc([N+](=O)[O-])cc3)C2)c1
25,136*,1,-23,40*,26*,98*,-1,45*,CC1(c2ccc(OC(F)F)cc2)NC(=O)N(CC(=O)Nc2cccc(F)c2)C1=O (centres undefined)
16,0.6,-7,-5,-1,-4,2,1,-2,O=[N+]([O-])c1cccc(S(=O)(=O)NCCOc2cccc3cccnc23)c1
5,0.2,3,7,-2,-8,0,4,4,CC1CC(NC(=O)c2c(O)nc3sccn3c2=O)CC(C)(C)C1 (centres undefined)
9,-0.6,-1,4,-5,-4,2,10,-4,O=C(CSc1nnc(-c2ccccn2)o1)Nc1ccccc1Cl
-4,-0.6,-6,-8,1,-5,12,-4,1,O=C(NCc1ccco1)C1CCN(c2nc3ccccc3n2Cc2ccccc2F)CC1
5,-3.2,-4,0,0,1,3,2,-4,Cc1ccc(NC(=O)CCCSc2nc3ccccc3[nH]2)cc1
-2,0.6,-8,9,-4,-11,3,1,-2,COc1ccc(CC(=O)Oc2ccc(C(C)C)cc2)cc1S(=O)(=O)N1CCOCC1
10,-0.1,-9,-4,-4,-1,1,1,-11,CCOc1ccc(S(=O)(=O)N2CCOCC2)cc1NC(=O)CSCc1ccc(C)cc1

Structures listed so far that bear a hit mark in M5 ag:
CHRM5 antagonist,CRFBP-R2 agonist,M5 PAM,CHRM4 PAM,M1 antag,CHRM4 antagonist,M4 ag,M1 PAM,M5 ag,smiles
70*,301*,-18,-10,85*,51*,58*,-21,108*,CCN(CC)c1ccc(/C=C(\C#N)C(=O)c2ccc(Br)cc2)cc1
25,136*,1,-23,40*,26*,98*,-1,45*,CC1(c2ccc(OC(F)F)cc2)NC(=O)N(CC(=O)Nc2cccc(F)c2)C1=O (centres undefined)

More results follow.
CHRM5 antagonist,CRFBP-R2 agonist,M5 PAM,CHRM4 PAM,M1 antag,CHRM4 antagonist,M4 ag,M1 PAM,M5 ag,smiles
9,0.8,0,4,9,-2,1,0,-3,CCOC(=O)c1sc(=NC(=O)c2ccco2)n(C)c1C
0,2.6,-4,-1,-30,1,2,15,2,CCN1C(=O)C2C(C1=O)N1C(c3ccccc3)C3C(=O)N(CC)C(=O)C3N1C2c1ccccc1 (centres undefined)
1,-2.6,20*,4,2,-4,0,0,-10,CCN(CC)CCNC1=NCCn2c1cc1cc(OC)ccc12
1,-1.9,0,4,-5,-9,1,2,-2,CC(C)Sc1nnc(-c2c[nH]c3ccccc23)n1C
20,5.4,-10,0,14,5,1,-8,-3,COc1ccccc1-c1oc2ccccc2c1C#CC1(O)CCCCC1
3,0.9,0,-4,2,7,0,1,0,C[C@]12CCC3C(CC[C@H]4CCCC[C@]34C)C1CC[C@@]2(O)CNCCO (some centres undefined)
-5,0.1,0,13,-10,-15,3,9,1,O=S(=O)(c1cccc(-c2nc3n(n2)Cc2ccccc2-3)c1)N1CCCC1
0,0.2,4,11,-5,20,0,8,0,COc1cc(C2C3=C(Nc4ncnn42)c2ccccc2CC3)cc(OC)c1OC (centres undefined)
10,-0.9,-5,5,9,2,0,1,1,C=CCNC(=O)c1cc(-c2ccc3c(c2)OCO3)on1
1,0.1,8,-2,-15,-24,1,13,-6,CN(C)C(CNc1ncccn1)c1ccccc1 (centres undefined)
0,-0.8,-3,10,-9,-7,1,16,0,COc1cc2c(=O)n(CC3CCCO3)c(=O)n(CC(=O)Nc3ccc(F)cc3F)c2cc1OC (centres undefined)
-3,-1.1,0,8,-11,1,0,8,-2,Nc1ccc(S(=O)(=O)NNC(=O)C(=O)NNc2ccccc2)cc1
-2,0.5,5,-2,-20,3,0,2,-1,COC(=O)Cc1cc(=O)n2[nH]c(SC)nc2n1
-8,7.2,10,9,4,3,-1,2,1,Cc1sc2nc(C3CC3)nc(SCC(=O)N3c4ccccc4CC3C)c2c1C (centres undefined)
0,-3.6,0,-2,-8,-18,1,11,-2,CCc1cc(C(=O)N/N=C/c2ccc(OC)cc2)c2ccccc2n1
7,-0.8,-11,2,-8,-8,3,-3,-4,O=[N+]([O-])c1ccc(Cl)c(S(=O)(=O)Nc2ccc(-c3ccc(N4CCCC4)nn3)cc2)c1
-5,5.1,9,9,-8,-9,2,8,0,Cc1csc2ncc(C(=O)Nc3ccon3)c(=O)n12
-3,-1.9,1,0,-14,-2,0,8,-1,Cn1c(=O)c2c(ncn2CC(=O)N2CCN(c3ccc(F)cc3)CC2)n(C)c1=O
11,-3.1,-5,-3,15,1,4,-9,-2,CCN(Cc1ccccc1)C(=O)c1cc2c(OC)c(OC)c(OC)cc2[nH]1
6,-0.6,-3,5,7,6,-3,1,1,Cc1nnc2sc(-c3cccc4ccccc34)nn12
6,0.7,1,-3,-2,-3,0,8,-7,COc1ccc(OC)c(NC(=O)CCNS(=O)(=O)c2ccc3c(c2)c(=O)n(C)c(=O)n3C)c1

Hits appear at their usual frequency; overall some 2.8% were active at least once.
